# AHR activator = activators of human aryl hydrocarbon receptor; P35869; AHR-responsive luciferase reporter cells, luminescence; activation, % at 5 µM; 2.5% of 320,000 active; in the data active means activation above about 47%;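 further: 0% = vehicle wells and 100% = reference agonist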
# ZTA counter = counter-screen for EBNA-1 inhibitors: inhibitors of Epstein-Barr virus ZTA; P03206; ZTA-DNA binding, fluorescence polarization; inhibition, % at 11 µM; 0.15% of 320,000 active; in the data active means inhibition above about 33%
# LAP4 TOR yeast = modulators of TOR pathway LAP4-GFP in S. cerevisiae; S. cerevisiae LAP4-GFP multiplex, flow cytometry GFP, 3 h; median GFP as percent of DMSO wells; GFP response vs DMSO, % at 10 µM; 0.34% of 320,000 active; AID 2023;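 active means GFP response vs DMSO above a set limit, about the screen mean plus 3 SD, cut at about 150% in these data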
# procasp7 counter = activates human procaspase-7, counter-screen for procaspase-3 activators; AID 463210; activation, % at 8.5 µM; recombinant procaspase-7, Ac-DEVD-pNA absorbance 405 nm; D23A/D198A/D206A triple mutant, cannot self-cleave; scale: DMSO 0, 5 µM enzyme 100; 0.093% of 330,000 active;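 active means percent activation above the screen-wide mean plus 3 SD, cut at about 25% in these data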
#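 buffer or medium = Zinc-free HEPES/NaCl buffer, pH 7.4 | material = Procaspase-7 triple mutant (PC-7 D3A) | input = 2 µM procaspase-7 mutant as dispensed | signal = Epi-absorbance of released pNA at 405 nm, two timepoints | timing = 1 h preincubation, 2 h reaction | replicates = singlicate compound testing | evaluation = % activation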
# proCasp3 act = activators of human procaspase-3 | 0.11% of 330,000 active | activation, % at 8.5 µM | P42574 | AID 463141 | recombinant procaspase-3 D3A, Ac-DEVD-pNA absorbance 405 nm;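 active means activation above the mean of all tested compounds plus 3 SD, cut at about 21% in these data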;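 further: 0% = DMSO alone and 100% = DMSO wells spiked with extra 5 µM PC-3 D3A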
#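 material = Procaspase-3 D3A mutant | probe or stimulus = Ac-DEVD-pNA | compound = single dose, 8.5 µM nominal compound, 0.8% DMSO | timing = 1 h preincubation, 2 h reaction | measured by = 405 nm absorbance of p-nitroaniline, reads at 0 and 120 min | benchmarks = DMSO-only low control, 5 µM PC-3 D3A high control | repeats = singlicate, each compound tested once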
# EBNA-1 inhibitor = blocks EBNA-1 binding to DNA; EBNA-1 DNA binding, fluorescence polarization; inhibition, % at 14.8 µM; 0.34% of 300,000 active; AID 1950; in the data active means inhibition above about 28%
# MEP2 TOR yeast = modulators of TOR pathway MEP2-GFP in S. cerevisiae; S. cerevisiae MEP2-GFP strain, flow cytometry GFP, 3 h; 100% = DMSO control level; GFP response vs DMSO, % at 10 µM; 0.51% of 330,000 active;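 active means GFP response versus DMSO above a set limit, roughly screen mean plus 3 SD, cut at about 180% in these data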;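 further: median GFP fluorescence of the barcode-gated MEP2-GFP cells per well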
# RPL19A TOR yeast = yeast TOR pathway RPL19A-GFP modulation. percent response vs DMSO, % at 10 µM. 0.3% of 330,000 active. S. cerevisiae RPL19A-GFP strain, flow cytometry, 3 h; hits give low values;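 active means percent response vs DMSO below 50%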;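 further: median channel GFP fluorescence of the barcoded RPL19A-GFP strain; ratio of sample median GFP to plate DMSO average so 100% = DMSO; lower means less RPL19A-GFP as with rapamycin TOR inhibition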
# * = called active by the depositor; x = no result given.
SMILES,AHR activator,ZTA counter,LAP4 TOR yeast,procasp7 counter,proCasp3 act,EBNA-1 inhibitor,MEP2 TOR yeast,RPL19A TOR yeast
Clc1ccc(-c2nsc(N3CCOCC3)n2)c(Cl)c1,2,4,106,-1,3,-1,103,99
CCc1sc(N(C(=O)Cc2ccccc2)c2ccccc2)nc1-c1ccccc1,5,-2,100,-2,-6,-9,101,99
O=C(CSc1ccccc1)Nc1ccccc1C(=O)N1CCCC1,-2,-1,89,10,-2,-7,104,98
COCCCNC(=S)N1CCN(C(=O)C(=O)Nc2ccc(C(=O)OC)cc2)CC1,1,2,123,11,7,-4,112,92
CC(C)N1CCN(Cc2cccn2-c2cccnc2)CC1CCO (stereo not given),6,-1,87,-2,9,2,103,103
O=c1[nH]c(=S)c2ncn(-c3ccccc3)c2[nH]1,0,-7,105,-5,-8,6,98,94
CCc1nc(SCc2cccnc2)c2c(=O)n(C)c(=O)n(C)c2n1,48*,6,101,4,-1,4,96,88
CCCOc1ccccc1OCC(=O)Nc1ccc(S(=O)(=O)N2CCCCC2)cc1,-2,-8,110,-5,-2,-4,110,99
CCNC(=O)COc1ccc(S(=O)(=O)Nc2ccccc2)cc1,-2,4,102,7,0,6,108,104
Cc1ccc(C)c(CS(=O)(=O)c2cn(CC(=O)N3CCCCC3)c3ccccc23)c1,-2,-27,97,-6,1,-2,99,102
COc1ccc(C2=NN(C(=O)CSC3=NN4CCCC(=O)N=C4S3)C(c3cccc(OC)c3OC)C2)cc1 (stereo not given),-2,-3,112,-6,0,-1,100,102
Cc1c(NC(=O)c2cc(-c3ccc(Cl)c(Cl)c3)on2)c(=O)n(-c2ccccc2)n1C,-5,2,108,-5,6,-9,110,104
C[C@H]1CN([C@@H](C)CO)C(=O)c2cccc(NC(=O)c3cnccn3)c2O[C@@H]1CN(C)C(=O)Nc1ccc2c(c1)OCO2,3,x,93,-16,-1,x,98,99
CC1(C)CC(=O)C2=C(C1)N(Cc1ccccc1)C(=O)C2(O)C(F)(F)F (stereo not given),1,-14,101,18,0,-12,105,99
CCCCCSc1nc2c(c(=O)[nH]c(=O)n2C)n1CCc1ccccc1,0,0,111,5,13,9,101,102
COc1ccc(/C=C/C(=O)N2c3ccccc3Sc3ccc(C(F)(F)F)cc32)cc1,1,-18,86,-4,-6,0,96,95
CC1=C(C(=O)OC(C)C)C(c2cccc(F)c2)n2ncnc2N1 (stereo not given),2,-6,99,2,-2,-1,99,100
Cc1ccc(C(=O)N/C(=C\c2cn(C)c3ccccc23)C(=O)N2CCOCC2)cc1,19,-1,112,13,0,-2,103,107
Cc1ccc(OCC(=O)NCCCNC(=O)c2cccnc2)cc1C,5,-7,92,4,0,-9,102,104
O=C(/C=C/c1ccccc1)N1CCN(C(=O)c2ccco2)CC1,1,6,104,6,11,3,110,100
O=C(Cn1cccc1)NC1CCCCCC1,0,5,96,4,0,9,101,100
CCC(C)(C)NC(=O)C(c1cccn1C)N(C(=O)Cn1nnc2ccccc21)c1ccc(OC)cc1 (stereo not given),-3,-7,104,2,7,3,109,101
CCn1nc(NC(=O)c2ccccn2)c2cc3cc(C)ccc3nc21,71*,-13,114,8,-1,-7,98,95
CCCCC(=O)NC(c1cccc([N+](=O)[O-])c1)c1c(OC(C)=O)ccc2ccccc12 (stereo not given),0,-16,95,5,-4,0,93,94
CCC(=O)c1ccc(OCC(=O)OCC(=O)NCCC2=CCCCC2)cc1,-1,4,107,-3,2,0,95,97
Cc1c(NS(=O)(=O)c2ccc(N)cc2)c(=O)n(-c2ccccc2)n1C,0,11,96,0,9,-2,113,104
CC/C(C)=N\NC(=O)CNC(=O)c1ccc(Cl)cc1Cl,5,-4,91,-7,-2,-4,104,103
CCCS(=O)(=O)Nc1c(C(=O)O)[nH]c2ccccc12,33,-9,100,-2,1,-1,106,100
CC1=CC(=O)OC1Cc1ccncc1 (stereo not given),0,9,101,4,0,0,97,99
Cc1cccc(-n2nc3c(c2NC(=O)c2ccco2)CSC3)c1C,-1,3,114,-6,-8,14,116,112
O=C(C1CCN(S(=O)(=O)c2cccs2)CC1)N1CCc2ccccc2C1,0,0,101,5,4,9,100,97
O=C(N/C(=C/c1cn(-c2ccccc2)nc1-c1ccccc1)C(=O)N1CCOCC1)c1ccccc1,0,8,88,4,3,16,92,108
O=C(CSc1nc2cc(C(=O)O)ccc2c(=O)n1-c1ccc(F)cc1)Nc1ccc(F)c(F)c1F,1,-3,95,-1,2,9,107,102
O=C(Cn1nnc(-c2ccc3c(c2)OCO3)n1)N1CCOCC1,19,-8,101,-1,7,4,100,101
CS(=O)(=O)c1cccc(C(=O)OCC(=O)NC(=O)Nc2ccccc2F)c1,0,x,90,-1,13,x,103,102
COCCNc1nc2c(c(=O)[nH]c(=O)n2C)n1CCCc1ccccc1,1,-4,92,5,-3,-14,107,100
COC(=O)CC(NC(=O)c1ccco1)c1ccc(C(C)C)cc1 (stereo not given),1,0,104,-2,3,1,99,95
CC(c1ccccn1)N(C)C(=O)c1ccc2nc(Cc3cccc(Cl)c3)oc2c1 (stereo not given),12,-13,96,10,10,-4,97,106
COC(=O)c1ccc(/C=N/N2C(C)CCCC2C)cc1 (stereo not given),-1,8,90,-1,12,13,96,98
CCN(CC(=O)NCc1ccc(F)cc1)C(=O)c1ccc(C)o1,-1,4,96,-6,-3,3,96,83
Cc1cc(C)cc(NC(=O)CSc2nnc(CN3CCOCC3)n2C)c1,2,6,87,-2,0,2,99,95
Cc1ccsc1C(=O)NCCc1nnc2ccccn12,4,-5,93,0,5,-7,93,99
CN(C(=O)c1ccc2c(Cl)c3c(nc2c1)CCC3)c1ccccc1,0,0,100,9,7,-15,92,104
NC(=O)c1ccc(NC(=O)CN2CCOCC2)cc1,1,10,86,1,-1,-1,102,105
CN(C)C1=NCCN1CC1CCCC1,-1,-13,90,10,13,8,93,95
COc1ccc(NC(=O)CN(C)S(=O)(=O)c2ccc3c(c2)CCCN3C(C)=O)cc1,-1,6,91,0,2,-3,99,98
Cc1ccc(-c2noc(C3CCCCC3)n2)cc1,-2,-8,110,8,-1,1,114,108
Cc1cccc(C)c1NC(=O)CN1C(=O)S/C(=C\c2cccn2C)C1=O,0,6,95,-4,-4,10,104,97
COc1ccccc1CC(=O)Nc1cc(S(=O)(=O)N2CCOCC2)ccc1N1CCOCC1,-1,2,99,13,3,x,97,94
Cc1cccc(OCC(=O)NCC(=O)N/N=C/c2ccc([N+](=O)[O-])cc2)c1,-4,-31,77,1,5,-11,90,90
CCOc1ccc(N2CC(C(=O)Nc3ccc(S(=O)(=O)N4CCCC4)cc3)CC2=O)cc1 (stereo not given),2,-5,103,2,4,-13,97,101
Cc1ccc(NC2=NCC(=O)N2C2CCCC2)cc1C,4,0,79,0,-8,-14,99,102
CNc1oc(-c2ccccc2)nc1S(=O)(=O)c1ccc(C)cc1,-3,2,109,4,-3,2,101,99
CCOC(=O)c1sc(C)c2c1NC(c1ccc(Cl)cc1)NC2=O (stereo not given),29,5,96,-14,-4,-6,98,96
O=C1OC(N2C(=O)CC[C@H]2C(=O)NCC2CCCO2)c2ccccc21 (stereo not given in full),0,2,105,1,2,-1,107,93
O=C(O)CCC(=O)Nc1nnc(C(F)(F)F)s1,-1,11,105,12,0,1,98,99
Nc1nc(SCC(=O)Nc2ccc3c(c2)CCC3)n[nH]1,12,-3,89,-7,2,-4,98,106
COc1ccc2c(c1)C(=O)Cc1ccccc1O2,16,-8,105,16,-8,-9,93,106
CCOC(=O)c1c(C)nc2sc3c(=O)n(-c4ccc(C)cc4)cnc3c2c1-c1ccc(OC)cc1,1,-9,97,6,3,-12,96,96
CCOc1cccc(-c2c(C(=O)N/N=C(\C)c3cccs3)nnn2-c2nonc2N)c1,11,5,104,14,-2,-6,107,102

# In a second layout: eleven of the compounds above
SMILES	AHR activator	ZTA counter	LAP4 TOR yeast	procasp7 counter	proCasp3 act	EBNA-1 inhibitor	MEP2 TOR yeast	RPL19A TOR yeast
COc1ccc(NC(=O)CN(C)S(=O)(=O)c2ccc3c(c2)CCCN3C(C)=O)cc1	-1	6	91	0	2	-3	99	98
Cc1ccc(-c2noc(C3CCCCC3)n2)cc1	-2	-8	110	8	-1	1	114	108
Cc1cccc(C)c1NC(=O)CN1C(=O)S/C(=C\c2cccn2C)C1=O	0	6	95	-4	-4	10	104	97
COc1ccccc1CC(=O)Nc1cc(S(=O)(=O)N2CCOCC2)ccc1N1CCOCC1	-1	2	99	13	3	x	97	94
Cc1cccc(OCC(=O)NCC(=O)N/N=C/c2ccc([N+](=O)[O-])cc2)c1	-4	-31	77	1	5	-11	90	90
CCOc1ccc(N2CC(C(=O)Nc3ccc(S(=O)(=O)N4CCCC4)cc3)CC2=O)cc1 (stereo not given)	2	-5	103	2	4	-13	97	101
Cc1ccc(NC2=NCC(=O)N2C2CCCC2)cc1C	4	0	79	0	-8	-14	99	102
CNc1oc(-c2ccccc2)nc1S(=O)(=O)c1ccc(C)cc1	-3	2	109	4	-3	2	101	99
CCOC(=O)c1sc(C)c2c1NC(c1ccc(Cl)cc1)NC2=O (stereo not given)	29	5	96	-14	-4	-6	98	96
O=C1OC(N2C(=O)CC[C@H]2C(=O)NCC2CCCO2)c2ccccc21 (stereo not given in full)	0	2	105	1	2	-1	107	93
O=C(O)CCC(=O)Nc1nnc(C(F)(F)F)s1	-1	11	105	12	0	1	98	99

# Next part.
SMILES,AHR activator,ZTA counter,LAP4 TOR yeast,procasp7 counter,proCasp3 act,EBNA-1 inhibitor,MEP2 TOR yeast,RPL19A TOR yeast
N#Cc1cn(CCOc2ccccc2F)c2ccccc12,49*,-6,109,9,8,-2,100,95
O=S(=O)(c1ccc(S(=O)(=O)N2CCCC3(CCCCC3)C2)cc1)N1CCCCC1,1,-5,93,8,-29,5,105,96
COc1ccc2cc(CN(C(=O)Nc3ccccc3OC)C3CCCC3)c(=O)[nH]c2c1,3,2,104,0,6,3,124,94
COc1ccc(CNC(=O)C(C)n2nc(C)c3c(C)n(-c4ccccc4)nc3c2=O)c(OC)c1 (stereo not given),1,-13,117,-3,9,-2,106,100
CCCOC(=O)c1[nH]c2c(c1C)C(=O)CC(c1cc(OC)c(OC)c(OC)c1)C2 (stereo not given),1,-3,104,6,7,-4,97,96
Cn1c2ccccc2n2c(=O)c(=O)n(CC(=O)c3ccc(F)cc3)nc12,0,-1,105,1,3,-6,93,95
COc1cc(CC(=O)Nc2ccc(S(=O)(=O)NC3=NCCCCC3)cc2)cc(OC)c1OC,0,9,101,-2,9,8,104,95
CCn1c(CNc2ccc(C)cc2C)nnc1SCC(=O)N1CCCc2ccccc21,6,-13,99,-1,0,1,107,102
CC(=O)c1ccc(NC(=O)Nc2ccc3c(c2)nc(C)n3C)cc1,-5,10,106,7,9,-4,104,101
COc1ccc(NC(=O)COC(=O)c2ccncc2)c(OC)c1,0,5,93,9,1,10,100,103
CC(=O)c1ccc(NC(=O)CSC(C)C)cc1,1,-3,105,-2,-1,0,104,101
O=C(C1CCC1)N1CCc2cc(S(=O)(=O)NCCN3CCN(c4ccccc4F)CC3)ccc21,8,12,100,-3,-8,-8,93,102

# Assay outcomes from PubChem.
